# Compound activity (PubChem BioAssay)
# S3 lipid droplet – qHTS Assay for Lipid Storage Modulators in Drosophila S3 Cells. Drosophila S3 cells, BODIPY lipid droplet fluorescence, 18-24 h; cells fed with added oleic acid. Potency in µM for hits, for the others lipid storage change, negative = inhibition, % at the top dose, mostly 46.1 µM. hit rate 0.64% among 320,000; active means well fitted inhibition curve with a large enough effect in the signal ratio, with a control signal flat, not every such curve was filed as active; inconclusive means small, poorly fitted or top-dose-only effect, or effect the other way, or a change in a side signal; the % refers to the signal ratio
#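 Laser-scanning cytometry quantifies lipid droplet accumulation (500–530 nm total intensity; droplet/cell object ratio) in oleic acid-fed (400 uM added) Drosophila S3 cells treated with a concentration series. 20 uM Triacsin C defined 100% inhibition.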
# S3 lipid droplet cell count max – second read-out of S3 lipid droplet, no call of its own (marks repeat the call); cell number change, %; measured here: cell count max response;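 cells counted by Cell Tracker Red CMTPX staining in the red channel; peak over a dose series mostly up to 46.1 µM; percent activity relative to internal control wells on each plate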
# An asterisk follows results filed as active; i = inactive; ? = inconclusive; · = no result given. On the % scale 0 is the no-effect control and ±100 the full control effect; potency means the concentration at half of the fitted maximal effect.
S3 lipid droplet	S3 lipid droplet cell count max	Compound
?	·	Cc1cccc(C(=O)N2CCCC(Nc3ccc(C)c(C)c3)C2)n1 (centres undefined)
?	·	CS(=O)(=O)c1ccc(C(=O)OCC(=O)c2ccc(Cl)s2)cc1
16.7%	·	Cc1cc(-c2ccc(N=Nc3c(S(=O)(=O)O)cc4cc(S(=O)(=O)O)cc(N)c4c3O)c(C)c2)ccc1N=Nc1c(S(=O)(=O)O)cc2cc(S(=O)(=O)O)cc(N)c2c1O
5.9%	10.1	CC(=O)C1=C(C)N2CCN=C2S1
?	·	Cc1[nH]nc(SCC(=O)N2CCCCC2)c1[N+](=O)[O-]
11.4%	-17.2	CCOc1ccccc1N(CC(=O)Nc1ccc(C)cc1)S(C)(=O)=O
i	·	CC(OC(=O)C1=COCCO1)C(=O)Nc1ccc(Oc2ccccc2)cc1 (centres undefined)
-27.6%	-9.8	CCOC(=O)c1[nH]c(C)c(C(=O)N(C)Cc2ccccc2)c1C
?	·	COc1ccc(N2CCN(C(=O)Cc3nn(C)c(=O)c4ccccc34)CC2)cc1
?	·	O=C(Nc1nnc(COc2ccccc2)s1)c1ccco1
?	·	O=C(Nc1ccccc1C(=O)Nc1ccccn1)c1ccccc1F
24.4%	29.6	Cc1cc(C)cc(NC(=O)C2CCN(C(=O)[C@@H]3Cc4ccccc4CN3)CC2)c1
?	·	CC(NC(=O)C1CCN(S(=O)(=O)c2ccc(Br)s2)CC1)c1ccccc1 (centres undefined)
-3.2%	9.3	CCOc1cc(/C=N/NC(=O)c2cccnc2)ccc1O
?	·	CN(CC(=O)Nc1ccc(Cl)cc1)CC(=O)Nc1cccc2ccccc12
-13.3%	-11.4	Cc1cc(-c2nnc(SCC(=O)c3ccc(F)cc3)o2)no1
?	·	O=C(CSc1ncc(C(F)(F)F)cc1Cl)NCC1CCCO1 (centres undefined)
17.5%	·	O=C(COC(=O)Cc1ccc(Cl)cc1)Nc1ccccc1F
i	8.4	CCCCOC(=O)Nc1ccc(S(=O)(=O)Nc2nc(C)cc(C)n2)cc1
10.4%	-10.8	O=C(CCn1cccc1)NCCc1ccc(Cl)cc1

# Next structures follow:
S3 lipid droplet	S3 lipid droplet cell count max	Compound
?	·	CCOC(=O)/C=c1\s/c(=C\c2c(OC)ccc3ccccc23)c(=O)n1CC(=O)NCC1CCCO1 (centres undefined)
?	·	O=C(O)c1ccc(N2CCCCC2)cc1O
?	·	Cc1cc(Cl)cc(C)c1OCCn1ccnc1
-2.3%	-7.1	Cc1ccc(S(=O)(=O)N2CCCC2C(=O)NCc2ccccc2Cl)cc1 (centres undefined)
0.5%	-5.0	NC(=O)C[C@H]1NC(=O)[C@H](CCC(=O)O)NC(=O)c2cc([N+](=O)[O-])cc(I)c2NCCC[C@@H](C(N)=O)NC1=O
?	·	CNC(=O)c1cc2cc(Br)ccc2s1
?	·	CC/C(=N\NC(=O)CNC(=O)/C=C/c1ccc(OC)cc1)c1ccccc1
?	·	CCOc1[nH]n(-c2ccccc2)c(=O)c1C=Nc1ccc(OC)cc1
?	·	CC1(C)Cc2noc(N)c2C(C)(C)N1OC(=O)c1scc2c1OCCO2
10.7%	-0.3	CCCC(=O)Nc1nc(-c2ccc3c(c2)CCN3S(C)(=O)=O)cs1
i	2.6	COCC(=O)Nc1cccc(-c2ccc3nncn3n2)c1
?	·	O=C(Cn1[nH]c(=O)c2ccccc2c1=O)Nc1cccc(-c2nnc3n2CCCCC3)c1
11.3%	-2.9	CCN(c1ccccc1)S(=O)(=O)c1ccc(C(=O)Nc2ncccc2O)cc1
18.7%	-0.5	N#CC(C#SN)=C1CCCCC1
i	3.8	Cc1ccc(S(=O)(=O)NCCn2nc(C)cc2C)cc1
11.6%	-4.4	Cc1ccc2oc(-c3ccc(NC(=O)CC(C)C)cc3)nc2c1
0.8%	-0.2	CCCC(=Nc1ccccc1OC)C1=C(O)CC(c2ccccc2)CC1=O (centres undefined)
?	·	CCNC(=S)NNC(=O)c1csc2c1CCCC2
?	·	COc1cc(-c2cc(C(=O)Nc3cccc(S(=O)(=O)N(C)C)c3)c3ccccc3n2)cc(OC)c1OC
i	·	COC(=O)C(NC(C)=O)(Nc1nc2c(C)cc(C)cc2s1)C(F)(F)F (centres undefined)

# (more compounds)
S3 lipid droplet	S3 lipid droplet cell count max	Compound
i	-23.0	COc1cc(/C=C(/C(=O)O)c2ccc(-c3ccccc3)cc2)cc(OC)c1OC
0.1%	-5.5	CC(C)CCNC(=O)C1CCCN1C(=O)NC1CCCCC1 (centres undefined)
?	·	CCCc1cc(C(=O)Nc2cc(C)nn2-c2ccccc2)no1
-12.4%	3.4	NS(=O)(=O)c1cccc(NC(=O)CSc2nc3ccc(Cl)cc3[nH]2)c1
?	·	COc1ccc(CCN=C(N)NS(=O)(=O)c2cccs2)cc1
-9.4%	-3.8	CCCc1nc2ccc(NC(C)=O)cc2c(=O)n1Cc1cccc(Cl)c1
?	·	Cc1ccccc1C(=O)N1CCC(C(=O)O)CC1
-20.7%	·	CN(CCCC[C@H](CNCc1ccc(-c2ccccc2)cc1)N1C[C@H](c2ccccc2)N(CCc2ccc(Cl)c(Cl)c2)C(=O)C1=O)Cc1ccc(-c2ccccc2)cc1
?	·	COC(=O)C(C(=O)OC)c1ccc(-n2cccc2)cc1
?	·	CN1CCN(C2=C(Cl)C(=O)N(c3cccc(Cl)c3)C2=O)CC1
1.4%	0.3	CCSC1=C(C#N)C(c2ccccc2OC)CC(=O)N1 (centres undefined)
?	·	CC(C)[C@H](NS(=O)(=O)c1ccc2c(c1)OCCO2)C(=O)OCC(=O)Nc1cc(Cl)ccc1Cl
-6.1%	8.1	Cc1cc(C)c(NC(=O)COC(=O)C2CCCCC2)c(C)c1
?	·	C/C(=N\NC(=O)c1c(Cl)cnn1C)c1cccnc1
-15.5%	13.3	COc1ccc(CCN2CC(C(=O)N(C)CCc3cn[nH]c3)CCC2=O)cc1 (centres undefined)
i	-15.9	COc1ccc(N(CC(=O)N/N=C/c2cccnc2)S(=O)(=O)c2ccc(C)cc2)cc1OC
?	·	CCCn1c(N)c(N(CCOC)C(=O)c2cccc(Cl)c2)c(=O)[nH]c1=O
?	·	OCCCCNc1cccc2ccccc12
-10.1%	3.5	COc1ccc(CCNC(=O)CCC(=O)N2CCOc3ccc(Cl)cc32)cc1OC
?	·	Cc1ccc(-c2cn(CCN)c(-c3ccncc3)n2)cc1

# (next part)
S3 lipid droplet	S3 lipid droplet cell count max	Compound
?	·	CCOC(=O)Cn1c(=O)c2c(nc3n2CCCCN3c2ccc(C)cc2)n(C)c1=O
-3.8%	18.0	NNC(=O)Cn1c(SCc2ccccc2)nc2ccccc21
?	·	CC(=O)NCCC(=O)Nc1ccc(C(N)=O)cc1
i	·	COc1ccc(N2CCN(C(=O)CCNS(=O)(=O)c3cccs3)CC2)cc1
?	·	COc1ccc(C)cc1S(=O)(=O)Nc1cccc(-c2cn3cccnc3n2)c1
12.3%	·	Cc1nnc2sc(-c3cccc(F)c3)nn2c1=O
?	·	CC(Sc1nnnn1C1CCCC1)C(=O)Nc1cccc(S(=O)(=O)N2CCOCC2)c1 (centres undefined)
4.5%	11.2	O=C(NC(=S)Nc1ccc(CN2CCCCC2)cc1)c1cc2ccccc2o1
?	·	CC(=O)Nc1ccc([C@H]2[C@H](C)CC[C@H]3C(=O)N4[C@@H](CC[C@@H](C)[C@@H]4c4ccc(NC(C)=O)cc4)C(=O)N32)cc1
10.5%	5.5	Cc1ccc(NS(=O)(=O)c2cc(C(=O)Nc3cccnc3)ccc2C)cc1
0.0%	-2.2	O=C(O)C1CC1C(=O)Nc1nc2c(Cl)cccc2s1 (centres undefined)
8.6%	14.9	CCCCCC(=O)N1CC2(CC(c3cccc(NC(=O)CC(c4ccccc4)c4ccccc4)c3)=NO2)C[C@@H]1C(N)=O (some centres undefined)
12.0%	-8.3	COc1ccc(NC(=O)c2ccc3c(c2)CCN3S(=O)(=O)c2ccccc2)c(OC)c1
?	·	COc1ccc2oc(C)c(C(N)=O)c2c1
-49.1%	-22.7	CCOC(=O)C1=C(N)N2C(=O)C(C)SC2=C(C(=O)OC)C1c1ccccc1OC (centres undefined)
?	·	CCC1Oc2ccc(C)cc2N(CC(=O)NCCCN2CCCC2)C1=O (centres undefined)
?	·	CCOC(=O)C1(Cc2ccc(OC)cc2)CCN(C(=O)CN2CCCCC2=O)CC1
?	·	C=CCn1c(SCc2ccc(C(=O)NCCO)cc2)nc2ccccc2c1=O
17.6%	-11.2	COc1ccc(/C=C2\SC(N3CCCCC3)=NC2=O)cc1
8.6%	-7.6	Cc1ccc(OCC(=O)Nc2ccc3c(c2)C(=O)NC3=O)cc1

# Remaining list, next part.
S3 lipid droplet	S3 lipid droplet cell count max	Compound
-13.4%	-15.8	Cc1cc(C)nc(NS(=O)(=O)c2ccc(NC(=S)NC(=O)c3cccnc3)cc2)n1
?	·	Cc1cccc(-n2c(SCC(=O)N3CCC(C(=O)O)CC3)nc3ccccc3c2=O)c1C
-14.1%	11.3	COc1cccc(-c2cc(C(F)(F)F)n3ncc(S(=O)(=O)c4ccccc4)c3n2)c1
?	·	CCn1c(C)[n+](CC(O)COCC2CC=CCC2)c2ccccc21 (centres undefined)
?	·	CC(C)(C)C(=O)N1CCN(c2ccc([N+](=O)[O-])c(-n3nc(-c4ccccc4)c4ccccc4c3=O)c2)CC1
?	·	CCn1c(C(=O)N2CCC(Cc3ccccc3)CC2)cc2sccc21
?	·	Cc1noc(C)c1CSCC(=O)NCCN1C(=O)S/C(=C\c2ccccc2F)C1=O
-8.4%	-3.0	Cc1cccc(C)c1NC(=O)CNC(=O)C(C)NC(C)c1ccccc1Br (centres undefined)
-6.3%	-5.0	CCc1ccc(N2C(=O)c3ccc4c5c(ccc(c35)C2=O)CC4)cc1
?	·	Nc1nc2c(-c3ccc(Br)cc3)nnn2c2ccccc12
0.8%	-0.5	N#CCSc1ncnc2c1cnn2CCO
-0.5%	-1.1	Cc1ccccc1NC(=S)NNC(=O)c1cccnc1
?	·	O=c1[nH][nH]c(-c2ccccc2)c1C=Nc1ccccc1
?	·	CC(=O)C(Sc1ncnc2sc3c(c12)CCCC3)C(C)=O
?	·	O=c1cc(CSc2nnc(COc3ccccc3Cl)o2)nc2sccn12
-0.1%	19.7	Brc1cccc2sc(N3CCCC3)nc12
?	·	O=C1NC(=O)C2(COC(c3cccc([N+](=O)[O-])c3)OC2)S1 (centres undefined)
1.5%	18.7	Cc1ccc(CNC(=O)C2CCN(S(=O)(=O)c3cccs3)CC2)o1
?	·	Cc1ccc(S(=O)(=O)Nc2ccc(-c3nc4ccc(C)cc4s3)cc2)cc1
i	·	Cc1ccc(NC(=O)CNC(=O)c2cccc(C)c2)nc1

# Among those listed so far, these contain a furan ring, fused or not:
S3 lipid droplet	S3 lipid droplet cell count max	Compound
?	·	O=C(Nc1nnc(COc2ccccc2)s1)c1ccco1
4.5%	11.2	O=C(NC(=S)Nc1ccc(CN2CCCCC2)cc1)c1cc2ccccc2o1
?	·	COc1ccc2oc(C)c(C(N)=O)c2c1
1.5%	18.7	Cc1ccc(CNC(=O)C2CCN(S(=O)(=O)c3cccs3)CC2)o1

# Other records
S3 lipid droplet	S3 lipid droplet cell count max	Compound
8.3%	-4.5	CC(C)C[C@@H](CO)N1CCN(Cc2cccc(C#N)c2)CCC1=O
11.2%	4.7	Cc1cccc(N2CCN(c3ccc(N4C(=O)CCCC4=O)cc3[N+](=O)[O-])CC2)c1C
-4.7%	0.7	C=CCN(CCNP(=O)(OCC)OCC)CP(=O)(OCC)OCC
1.3%	12.2	C(#Cc1ccccc1)C[N+]1(CC#Cc2ccccc2)CCCC1
?	·	COc1ccc(N=C(N)N=C(N)N)c(OC)c1
9.8%	11.0	CCCCN(CC)C(=O)CN(C)S(=O)(=O)c1cccc2nsnc12
?	·	O=C(Cc1ccc2c(c1)OCCO2)Nc1cc(Cl)ccc1N1CCOCC1
i	·	CC(=O)N1CCc2cc(S(=O)(=O)NC(CC(C)C)C(=O)N3CCn4c3nc3ccccc34)ccc21 (centres undefined)
5.2%	3.3	COc1cc(C)c(S(=O)(=O)Nc2ccc(CC(=O)O)cc2)cc1C
?	·	Cc1ccc(OCC(=O)NCc2cccs2)cc1
-23.5%	5.8	Nc1cc(Cl)ccc1N1CCCCCC1
-9.7%	-9.7	COc1cc(S(=O)(=O)Nc2ccncc2)ccc1F
-3.2%	11.2	O=C(COc1ncnc2sccc12)NC1CCCCC1
-3.1%	19.3	S=C(Nc1ccccc1)N1CCC(Cc2ccccc2)CC1
?	·	COc1ccc(OC)c2sc(N3CCc4ccccc4C3)nc12
4.5%	-10.4	c1ccc(-c2csc3nnc(SCc4ccc5c(c4)OCCO5)n23)cc1
29.4%	0.3	CCOc1ccc(CCNC(=O)c2ccc3c(c2)NC(=O)C2CCCN32)cc1OCC (centres undefined)
?	·	COc1cccc(OCC(O)CNC(=O)c2oc3c(C)c(C)ccc3c2C)c1 (centres undefined)
-1.2%	9.1	COc1cccc(CNCc2cc(OC)cc(OC)c2)c1
?	·	CC(=O)OCC(=O)Nc1ccc(Br)c(C)c1

# Entries of single compounds as entered above. Values in the order: S3 lipid droplet, S3 lipid droplet cell count max
# Results for CC(=O)OCC(=O)Nc1ccc(Br)c(C)c1 : ?, ·
# Results for CC(C)C[C@@H](CO)N1CCN(Cc2cccc(C#N)c2)CCC1=O : 8.3%, -4.5
# Results for CCCCN(CC)C(=O)CN(C)S(=O)(=O)c1cccc2nsnc12 : 9.8%, 11.0
# Results for Cc1ccc(OCC(=O)NCc2cccs2)cc1 : ?, ·
# Results for COc1ccc(OC)c2sc(N3CCc4ccccc4C3)nc12 : ?, ·

# Some of the compounds tested; count on the stated rates, not on these rows.
